Compound activity from PubChem BioAssay.
FXIIa inh mix: factor XIIa (human) inhibition, mixture screen; P00748; purified FXIIa, fluorogenic substrate, pooled mixtures; inhibition, % at 5 µM; 62,000 tested, 0.2% active;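 note: 0% = enzyme without compound and 100% = no enzyme blank; some results filed as inactive read as strong as hits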
Cathepsin G inh: inhibitors of human cathepsin G; P08311; AID 581; 62,000 tested, 0.2% active; inhibition, % at 5 µM (by protocol); purified enzyme, AMC-tetrapeptide fluorescence, pooled mixtures;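 active = inhibition above 20% in each of the two mixture wells holding the compound; inactive = inhibition of 20% or less in either well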;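 note: 0% = enzyme control without mixture and 100% = blank lacking enzyme; strong numbers were not always called active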
Target sequence (P08311 21-244 limits assumed): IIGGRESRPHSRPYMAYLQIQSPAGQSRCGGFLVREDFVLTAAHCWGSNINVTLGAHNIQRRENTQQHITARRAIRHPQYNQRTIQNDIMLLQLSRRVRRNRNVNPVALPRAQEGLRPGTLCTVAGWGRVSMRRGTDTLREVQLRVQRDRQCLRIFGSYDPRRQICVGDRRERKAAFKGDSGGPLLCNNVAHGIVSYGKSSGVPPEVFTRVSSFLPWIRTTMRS
CatL block: blocks human cathepsin L protease activity | 58,000 tested, 0.17% active | AID 460 | purified cathepsin L, fluorogenic substrate, fluorescence | P07711 | inhibition, %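 (tested at 10 µM)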; in the data active = inhibition above about 45%;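 note: 0% = enzyme with no compound and 100% = no enzyme blank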
C1s inh: blocks human complement C1s protease activity; 62,000 tested, 0.16% active; purified C1s, fluorogenic AMC substrate, pooled mixtures; mean inhibition % of two 10-compound mixtures (hits give high values), % at 5 µM (by protocol);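 active = inhibition above 20% in each of the two 10-compound mixture wells holding the compound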;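 note: 0% = enzyme wells lacking compound mixture and 100% = no-enzyme blank wells; some compounds called inactive have numbers as strong as hits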
CatB block: human cathepsin B inhibition. P07858. purified cathepsin B, fluorogenic substrate, fluorescence. inhibition, %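 (tested at 10 µM)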. 63,000 tested, 0.1% active; in the data active = inhibition above about 21%;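 note: 0% = enzyme with no compound and 100% = no enzyme blank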
CatB mixtures: human cathepsin B inhibition by mixtures; 62,000 tested, 0.06% active; inhibition, %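 (ten-compound pools at 5 µM per compound and 50 µM total)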; Purified cathepsin B, AMC dipeptide fluorescence, compound mixtures; in the data active = inhibition above about 22%, passing the limit was not always enough;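 note: 0% = enzyme without compound and 100% = no enzyme blank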
CatS inh: blocks human cathepsin S protease activity. P25774. recombinant cathepsin S, AMC dipeptide fluorescence, pooled mixtures. inhibition, %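 (tested at 5 µM per compound within 10-compound mixtures)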. 62,000 tested, 0.06% active; in the data active = inhibition above about 32%, passing the limit was not always enough;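 note: 0% = enzyme without compound and 100% = blank without enzyme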
FXIa inh mix: blocks human factor XIa in pooled compound mixtures; P03951; purified FXIa, fluorogenic substrate; inhibition, % at 5 µM; 62,000 tested, 0.19% active; AID 680;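 note: each value is inhibition by a whole ten-compound pool holding the compound; 0% = enzyme with no mixture and 100% = wells lacking enzyme; strong numbers were not always called active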
Target sequence (P03951 19-387 limits assumed): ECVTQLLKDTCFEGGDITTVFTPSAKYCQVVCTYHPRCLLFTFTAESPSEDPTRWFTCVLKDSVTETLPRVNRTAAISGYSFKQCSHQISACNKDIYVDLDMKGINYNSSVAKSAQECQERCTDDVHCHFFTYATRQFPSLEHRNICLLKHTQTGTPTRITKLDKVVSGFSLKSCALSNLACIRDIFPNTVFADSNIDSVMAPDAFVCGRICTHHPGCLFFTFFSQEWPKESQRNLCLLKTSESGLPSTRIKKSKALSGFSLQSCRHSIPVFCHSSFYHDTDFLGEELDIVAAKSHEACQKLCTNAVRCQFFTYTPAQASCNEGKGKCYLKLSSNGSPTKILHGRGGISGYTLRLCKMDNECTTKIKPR
Target sequence (P03951 388-625 limits assumed): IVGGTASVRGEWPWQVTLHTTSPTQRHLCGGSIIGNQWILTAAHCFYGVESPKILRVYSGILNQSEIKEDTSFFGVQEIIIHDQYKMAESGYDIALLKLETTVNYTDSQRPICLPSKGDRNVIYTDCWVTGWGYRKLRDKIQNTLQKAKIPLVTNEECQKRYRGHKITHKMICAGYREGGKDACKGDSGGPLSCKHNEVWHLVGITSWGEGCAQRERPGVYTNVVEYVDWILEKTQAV
Abs 340nm: absorbance at 340 nm | fold change at 10 µM | AID 708 | 65,000 tested, under 10 active | compound absorbance at 340 nm, fold over control;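 active = at 10 µM dose, initial 340 nm absorbance at least 2 fold that of control wells; inactive = change under 2 fold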;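 note: initial absorbance extrapolated from kinetic A340 decline of NADH oxidation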
Starred values were filed as active, the others as inactive; x = not tested or not shown. Cut-off read from the data, not from the text of the source, unless noted: active = inhibition above about 20% (passing the limit was not always enough); inactive = the rest.

FXIIa inh mix,Cathepsin G inh,CatL block,C1s inh,CatB block,CatB mixtures,CatS inh,FXIa inh mix,Abs 340nm,compound
2,9,x,5,2,1,-9,5,1,CN1CCN(C(=O)c2ccccc2NC(=O)Cc2ccccc2)CC1
3,-2,-4,-21,-1,0,10,6,1,O=C(NCCCn1ccnc1)Nc1ccc(Cl)cc1
3,8,-7,6,0,0,-8,-6,1,CC(C)(C)N1C(=O)c2ccc(C(=O)O)cc2C1=O
3,-11,8,-19,-5,8,0,-11,1,CCc1ccc(OCC(=O)NCc2ccco2)c(Br)c1
4,0,-18,-6,-5,-5,-5,7,0.99,CCOC(=O)C1CCN(CC(=O)N2C(C)CCCC2C)CC1 (stereo not given)
-19,-12,-7,-87,1,-12,1,-23,1,CCN1CCN(C(=O)c2cc3c(=O)n(C)c4ccccc4c3n2C)CC1
3,7,-1,6,3,3,-4,8,1,COC(=O)c1ccccc1NC(=O)Cn1c(=O)oc2ccc(Cl)cc21
-13,-1,5,-2,-2,3,11,7,1,Cn1c(=O)c2c(nc(CN3CCOCC3)n2CCc2ccccc2)n(C)c1=O
5,12,12,0,1,3,-2,1,1,CC(=O)C1=C(O)C(=O)N(Cc2ccco2)C1c1ccc2c(c1)OCO2 (stereo not given)
2,8,11,13,5,2,4,9,1,O=c1[nH]ncc2c3ccccc3n(Cc3ccc(F)cc3)c12
1,7,9,4,0,-3,-8,-3,1,COc1ccc(C2CC(C(F)(F)F)n3nc(C(=O)O)c(Cl)c3N2)cc1OC (stereo not given)
8,0,17,-8,3,1,17,8,1.1,CCOC(=O)c1sc(N)c(C#N)c1CSc1nc2ccc(OCC)cc2[nH]1
-4,-10,-1,-69,1,-4,-3,-16,1,CC(=O)C(C)Oc1ccc2c3c(c(=O)oc2c1C)CCCC3 (stereo not given)
7,9,12,0,5,6,4,9,0.98,COc1cc(NC(=O)Cc2cccs2)ccc1-n1cnnn1
0,13,x,14,5,3,2,9,1,Cn1c2c(c(=O)n(C)c1=O)C1c3ccccc3OCC1C(C)(C)O2 (stereo not given)
18,2,-9,2,0,-4,-2,7,1.1,COC(=O)Cc1nnc(NC(=O)c2ccccc2)s1
-12,10,12,-16,2,-1,5,0,1.1,COc1cccc(N2CCN(C3CC(=O)N(c4ccc(Cl)c(Cl)c4)C3=O)CC2)c1 (stereo not given)
2,4,-4,0,2,9,0,9,0.98,CN1C(=O)C(O)(CC(=O)c2ccccc2O)c2cc(Br)ccc21 (stereo not given)
6,2,-2,0,2,-1,6,5,1.1,Cc1nonc1NC(=O)CSc1nc2cc(Cl)ccc2c2c1CCCC2
0,8,15,16,3,4,7,11,1,CC(C)C(NS(=O)(=O)c1ccc2c(c1)oc(=O)n2C)C(=O)N1CCN(c2ccccc2F)CC1 (stereo not given)
3,8,x,0,1,2,-7,6,1.1,CCc1nc(SCC(=O)Nc2cccc(C(F)(F)F)c2)c2c(=O)n(C)c(=O)n(C)c2n1
1,16,6,-37,4,5,34,5,1,COc1nc(N(C)C)nc(-n2nnc(C(C)=O)c2C)n1
2,-1,-1,3,1,5,-5,8,0.98,Cc1cc(C)cc(-n2nnc(C(=O)NCc3ccc(Cl)cc3)c2N)c1
0,10,-5,14,1,2,-9,6,1,COc1ccc(CNC(=O)Nc2ccc(OC)cc2)cc1
5,-12,2,-17,1,-3,0,-6,1,COC(=O)COc1ccc(S(=O)(=O)NC2CCCCCC2)cc1
9,2,20,-19,1,0,1,-6,0.95,N#Cc1cn(CC(=O)NCCc2c[nH]c3ccccc23)c2ccccc12
5,6,0,8,3,-1,30,4,1.1,COc1cc2c(C(=O)NCc3ccccn3)cn(CC(C)C)c(=O)c2cc1OC
9,10,2,2,6,-2,10,-3,1.1,O=C(c1ccco1)N1CCN(C/C=C/c2ccccc2)CC1
-9,5,-3,-7,2,3,3,4,1,COCC(C)NC(=O)c1ccc(Cl)c(Cl)c1 (stereo not given)
6,9,18,8,0,2,1,3,0.97,CC1CCN(CCc2nc3cc(NS(=O)(=O)c4ccccc4)ccc3n2C)CC1

(continued)
FXIIa inh mix,Cathepsin G inh,CatL block,C1s inh,CatB block,CatB mixtures,CatS inh,FXIa inh mix,Abs 340nm,compound
-15,-12,13,-37,0,-6,-8,0,0.99,COCC(=O)OCn1nnc2ccccc2c1=O
-17,12,27,8,4,3,1,3,1,N=c1n(CCN2CCCCC2)c2ccccc2n1CC(O)c1cccc(Br)c1 (stereo not given)
-4,-1,10,2,6,3,9,8,1,Cc1nn(C)c(C)c1S(=O)(=O)N(CC(=O)NCc1ccco1)c1ccc(C(C)C)cc1
5,-6,-5,-6,-2,1,2,7,1,CCn1c(Cn2nnc(-c3ccccc3)n2)nnc1SCC(=O)Nc1ccc(N(C)C)cc1
8,-5,-11,-68,1,-4,-10,-10,0.99,CC(C)COC(=O)n1ccc(C(=O)N2CCCCC2)n1
8,-6,7,-45,6,-2,-6,0,1,O=C(CN1CCN(S(=O)(=O)c2ccc(Br)cc2)CC1)Nc1ccc(F)cc1
-7,10,-3,17,1,4,-4,10,1,CCOc1ccc(-n2c(SCC(=O)Nc3cc(C)on3)nc3c([nH]c4ccccc43)c2=O)cc1
-16,6,7,13,3,0,-4,9,0.99,COc1cc(NS(=O)(=O)c2ccc(NC(=O)C34CC5CC(CC(C5)C3)C4)cc2)ncn1
3,-1,x,1,-3,2,-2,3,1,Cc1cc(C(=O)NCc2ccc3c(c2)OCO3)n(-c2ccccc2)n1
7,6,3,-2,0,0,-10,1,1,COCCNC(=O)CN1C(=O)CSc2cc(S(=O)(=O)N3CCCCCC3)ccc21
8,15,x,-46,-4,33,-6,16,1.1,COc1ccc2c(c1)c(=O)oc1cc(OCC(=O)N3CCC(C)CC3)ccc12
8,-1,-2,-84,5,-6,-10,-13,1.1,CNc1nc(-c2ccc(Cl)cc2)cs1
38,-7,-39,-5,2,3,2,5,1,Cc1[nH]nc2c1C(=O)CCC2
4,-2,-9,-5,-3,5,0,3,0.96,C1CCN(c2nc(N3CCCCC3)nc(N3CCNCC3)n2)CC1
3,-8,3,-7,3,-1,7,1,1.1,c1ccc(Cn2ncc3c2ncn2nc(-c4ccncc4)nc32)cc1
5,1,x,-36,3,1,50,-1,1,COc1cc(OC)c(NC(=O)CS(=O)(=O)Cc2nc(-c3ccc(C)cc3)oc2C)cc1Cl
-14,-1,x,-4,-1,3,13,7,1,O=C1c2ccccc2C(=O)N1CCN1CCOCC1
-19,18,17,-3,0,1,15,-2,1,Cc1ccccc1CNC(=O)Nc1cccs1
4,-1,-2,-23,-3,9,0,11,1.1,COc1ccc(OCCN(C)Cc2ccccc2)cc1
26,-6,10,-12,0,-3,2,4,1,COc1ccc(-c2csc3nc(C)n(-n4cccc4)c(=O)c23)cc1OC
-3,0,3,0,0,0,34,4,1.1,O=C(Nc1ccon1)c1cnc2sccn2c1=O
-19,10,12,13,2,6,17,7,1,CC1CC(C)(C)NC(C)c2ccccc21 (stereo not given)
13,4,-2,-4,-6,-3,-4,5,1,COc1ccc(-c2nsc(SCC(=O)Nc3cc(C)on3)n2)cc1
-15,1,-2,-8,3,3,-13,4,1.1,COc1ccc(S(=O)(=O)NCCSCc2cccs2)cc1
9,12,5,14,4,6,2,-8,0.98,CSc1sc(C)cc1C1C(C#N)=C(N)N(c2cccnc2)C2=C1C(=O)CCC2 (stereo not given)
1,-2,-1,3,2,0,-4,7,1.1,Cc1c(C#N)c(N=CN(C)C)c(C(=O)c2ccccc2)n1-c1ccccc1
0,-12,-2,-54,-1,-14,-21,-20,1,CCOC(=O)N1CCN(Cc2cc(=O)oc3ccc(Cl)cc23)CC1
-12,-9,13,-63,0,-4,-1,-2,1,COc1ccc(-n2nnc3c(=O)n(Cc4ccccc4C)cnc32)cc1
-17,6,11,-6,1,-1,-1,-3,1,O=C(CSc1nnc(CN2CCOCC2)n1-c1ccc(Cl)cc1)N1CCc2ccccc21
7,9,12,11,2,-2,8,3,0.98,COCCN1Cc2cccc(C(=O)Nc3ccccc3OC)c2C1=O

A draw from above in order of molar mass, ascending.
FXIIa inh mix,Cathepsin G inh,CatL block,C1s inh,CatB block,CatB mixtures,CatS inh,FXIa inh mix,Abs 340nm,compound
38,-7,-39,-5,2,3,2,5,1,Cc1[nH]nc2c1C(=O)CCC2
-19,10,12,13,2,6,17,7,1,CC1CC(C)(C)NC(C)c2ccccc21 (stereo not given)
8,-1,-2,-84,5,-6,-10,-13,1.1,CNc1nc(-c2ccc(Cl)cc2)cs1
-14,-1,x,-4,-1,3,13,7,1,O=C1c2ccccc2C(=O)N1CCN1CCOCC1
-3,0,3,0,0,0,34,4,1.1,O=C(Nc1ccon1)c1cnc2sccn2c1=O
7,9,12,11,2,-2,8,3,0.98,COCCN1Cc2cccc(C(=O)Nc3ccccc3OC)c2C1=O
-15,1,-2,-8,3,3,-13,4,1.1,COc1ccc(S(=O)(=O)NCCSCc2cccs2)cc1
-12,-9,13,-63,0,-4,-1,-2,1,COc1ccc(-n2nnc3c(=O)n(Cc4ccccc4C)cnc32)cc1
1,-2,-1,3,2,0,-4,7,1.1,Cc1c(C#N)c(N=CN(C)C)c(C(=O)c2ccccc2)n1-c1ccccc1
13,4,-2,-4,-6,-3,-4,5,1,COc1ccc(-c2nsc(SCC(=O)Nc3cc(C)on3)n2)cc1
26,-6,10,-12,0,-3,2,4,1,COc1ccc(-c2csc3nc(C)n(-n4cccc4)c(=O)c23)cc1OC
8,15,x,-46,-4,33,-6,16,1.1,COc1ccc2c(c1)c(=O)oc1cc(OCC(=O)N3CCC(C)CC3)ccc12
-17,12,27,8,4,3,1,3,1,N=c1n(CCN2CCCCC2)c2ccccc2n1CC(O)c1cccc(Br)c1 (stereo not given)
-17,6,11,-6,1,-1,-1,-3,1,O=C(CSc1nnc(CN2CCOCC2)n1-c1ccc(Cl)cc1)N1CCc2ccccc21
-7,10,-3,17,1,4,-4,10,1,CCOc1ccc(-n2c(SCC(=O)Nc3cc(C)on3)nc3c([nH]c4ccccc43)c2=O)cc1
5,1,x,-36,3,1,50,-1,1,COc1cc(OC)c(NC(=O)CS(=O)(=O)Cc2nc(-c3ccc(C)cc3)oc2C)cc1Cl

Retrieved one by one from the list above:
FXIIa inh mix,Cathepsin G inh,CatL block,C1s inh,CatB block,CatB mixtures,CatS inh,FXIa inh mix,Abs 340nm,compound
-12,-9,13,-63,0,-4,-1,-2,1,COc1ccc(-n2nnc3c(=O)n(Cc4ccccc4C)cnc32)cc1
8,-1,-2,-84,5,-6,-10,-13,1.1,CNc1nc(-c2ccc(Cl)cc2)cs1
-14,-1,x,-4,-1,3,13,7,1,O=C1c2ccccc2C(=O)N1CCN1CCOCC1

Other results follow:
FXIIa inh mix,Cathepsin G inh,CatL block,C1s inh,CatB block,CatB mixtures,CatS inh,FXIa inh mix,Abs 340nm,compound
2,8,5,0,1,0,1,10,1.1,Cc1c(C(=O)N2CCCC2)sc(NC(=O)c2cccs2)c1C#N
-6,1,13,3,x,-2,-7,14,0.99,CCc1nc(N)nc(N)c1-c1ccc(Cl)cc1
9,2,-2,5,1,1,4,11,1,NC(=O)NC1CCCc2c1[nH]c1ccc(Cl)cc21 (stereo not given)
-1,-10,3,-19,13,3,9,-2,1,O=C(COC(=O)c1cccs1)NC1CCCCC1

A portion of the library; the hit share may differ from the screen's.
